# Polio RdRp inh: poliovirus RdRp elongation inhibitors, primary screen, biochemical, fluorescence polarization, total intensity; Genome polyprotein (Poliovirus type 1 (strain Mahoney)), P03300; poliovirus polymerase elongation; stronger effect = lower value; % elongation, % (compound at 16.7 µg/mL); hit rate 0.66% among 150,000; in the data active = % elongation below about 90%; also: some results filed as inactive read as strong as hits
# Target sequence (P03300 1749-2209 limits assumed): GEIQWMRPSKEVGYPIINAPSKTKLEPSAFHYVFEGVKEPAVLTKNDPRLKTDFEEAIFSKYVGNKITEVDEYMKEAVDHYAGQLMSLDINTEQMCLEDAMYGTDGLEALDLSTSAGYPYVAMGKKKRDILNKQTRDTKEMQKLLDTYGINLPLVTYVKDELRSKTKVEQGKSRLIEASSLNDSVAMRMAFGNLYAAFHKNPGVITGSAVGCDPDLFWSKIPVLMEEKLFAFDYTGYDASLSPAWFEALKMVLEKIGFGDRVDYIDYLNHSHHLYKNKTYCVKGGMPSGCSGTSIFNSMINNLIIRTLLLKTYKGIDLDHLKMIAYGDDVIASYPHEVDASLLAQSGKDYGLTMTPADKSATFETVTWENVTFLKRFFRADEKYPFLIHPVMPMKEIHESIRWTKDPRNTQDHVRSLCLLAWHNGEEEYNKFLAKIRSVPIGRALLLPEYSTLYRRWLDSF
# Polio RdRp inh FP z-score: also measured in Polio RdRp inh; calls as there; z-score; measured here: FP z-score; hits read low
# The depositor's hits bear a star. Some of the compounds tested; the hit share may differ from the screen's.
# Each structure is followed by: Polio RdRp inh, Polio RdRp inh FP z-score
C=C(C)CC1(CC(=C)C)CCCCN1
  105, 0.9
O=C(CSc1nc2c(oc3ccccc32)c(=O)n1-c1ccccc1)Nc1ccc(F)c(Cl)c1
  107, 0.8
O=C1c2ccccc2C(=O)N1CCSC1=Nc2ccccc2C2CC=NN12 (stereo not drawn)
  105, 0.3
O=C(NCC(c1ccco1)N1CCc2ccccc2C1)c1ccccc1 (stereo not drawn)
  101, -0.7
O=C(NCc1n[nH]c(=O)c2ccccc12)c1ccco1
  102, 0.1
O=C(NNc1nc2c(F)cccc2s1)c1ccc(S(=O)(=O)N2CCCC2)cc1
  100, -0.3
COc1cc(OC)c(OC)cc1/C=C/C(=O)N1CCN(C)CC1
  105, 0.3
Cc1cccnc1/N=C/c1c(O)n(-c2ccccc2F)c(=O)c2ccccc12
  106, 1.1
CCN(C(=O)CSc1ccccn1)c1c(N)n(Cc2ccccc2)c(=O)[nH]c1=O
  102, 0
Cc1nn(CC(=O)NCc2ccco2)c(=O)c2nn(-c3ccccc3)c(C)c12
  101, -1.4
O=C(/C=C/c1ccco1)N1C(=Nc2ccccc2)SCc2ccccc21
  102, 0.6
CC(C)C(=O)Nc1nnc(S(=O)(=O)N2CCc3ccccc32)s1
  111, 0.7
O=C1NC(=O)C(=Cc2ccc(N3CCCC3)cc2)C(=O)N1
  100, -0.3
CSc1ccccc1C(=O)N1CC(C)OC(C)C1 (stereo not drawn)
  100, -0.9
CCc1ccc(-c2cc(C)no2)cc1S(=O)(=O)N1CCN(c2cccc(Cl)c2)CC1
  110, 0.7
Cc1ccc(S(=O)(=O)NCc2c(C)nn(C)c2C)cc1
  103, 1.3
COC(=O)c1ccc(COC(=O)Cc2n[nH]c(=O)c3ccccc23)o1
  103, 0
COc1ccc(OCC(=O)Nc2ncccc2C)cc1
  100, 0.1
O=C(O)CCCC(=O)N1CC(=O)Nc2ccccc21
  101, 0
Cc1csc(SCC(=O)c2ccc(O)cc2O)n1
  100, -0.4

# Next entries follow.
# Each structure is followed by: Polio RdRp inh, Polio RdRp inh FP z-score
COc1ccc(CNC(=O)COC(=O)C2CC3C=CC2C3)cc1 (stereo not drawn)
  104, 0.3
CC(NCc1ccc2c(c1)OCO2)C(=O)Nc1cc(Cl)cc(Cl)c1 (stereo not drawn)
  100, -0.5
COc1ccc(Cl)c(N=C2NC(=O)/C(=C\c3cccnc3)S2)c1
  100, -0.3
Cc1onc(-c2ccccc2Cl)c1C(=O)N1CCCCC1C (stereo not drawn)
  97, -0.9
Cc1ccc(N2CC(O)=C(c3nc4ccccc4s3)C2=N)c(C)c1
  99, -0.3
Cc1oc(C)c2c(=O)cc(-c3ccc4c(c3)OCO4)cc(OC(=O)c3cccc(Cl)c3)c12
  104, -0.5
Cc1cccc(Cn2c(SCc3ccc(C(=O)NCc4ccccc4)cc3)nc3cccnc32)c1
  116, 1
COC(=O)c1ccsc1NC(=O)c1cccs1
  102, 0
Cc1oc(-c2ccccc2)nc1CN1C(=O)CN=C(c2ccccc2)c2ccccc21
  101, 0.4
CCCCNC(=O)n1ccc(-c2nn(-c3ccc(F)cc3)ccc2=O)n1
  102, 0
N#CCSCc1ccco1
  102, 0
O=C1c2ccccc2C(O)N1Cc1ccccc1 (stereo not drawn)
  100, 0
O=c1[nH]c(Nc2nc3ccccc3[nH]2)nc2cc(Cl)ccc12
  100, -0.6
COc1ccc(CCN(C)C(=O)c2ccc3c(c2)C(=O)N(Cc2ccco2)C3=O)cc1OC
  104, 0.4
CCOc1ccc(-c2nnc(SCC(=O)NC3CCCC3)nc2-c2ccc(OCC)c(OC)c2)cc1OC
  102, -0.7
N#C/C(=C\N1CCOCC1)C(=O)Nc1ccc(F)c(Cl)c1
  102, 0.2
COc1cc(OC)c(C2Nc3c(C)cc(C)cc3-c3cc(C)nn32)cc1OC (stereo not drawn)
  101, 0.3
O=C(Cn1ncc2ccc(Cl)cc21)NCc1ccc(F)cc1
  116, 1.6
CCn1c2c(c(=O)n3ncc(C(=O)Nc4ccc(F)c(Cl)c4)c13)CN(Cc1ccc(OC)cc1)CC2
  106, -0.3
COc1ccc(CCN(Cc2nc3ccccc3c(=O)[nH]2)C(=O)c2ccco2)cc1
  100, -0.6

# (cont.)
# Each structure is followed by: Polio RdRp inh, Polio RdRp inh FP z-score
CC1=C(C(=O)OC2CCCC2)C(c2cccc(F)c2F)CC(=O)N1 (stereo not drawn)
  103, 0.4
CCOC(=O)C1=C(c2ccccc2)N=C2SCC(=O)N2C1c1ccc(O)c(OC)c1 (stereo not drawn)
  101, 0
COC(=O)c1ccc(Cn2nc(C(F)(F)F)cc2C)o1
  102, 0.4
CSc1cccc(NC(=O)CSc2nncn3c2cc2occc23)c1
  100, -0.8
CC(=O)N1C(NCc2ccccc2)CC(C)N1c1ccccc1 (stereo not drawn)
  103, 0
CC1N=C2c3ccccc3N=C(SCC(=O)NCc3ccc(Cl)cc3)N2C1=O (stereo not drawn)
  107, 0.3
CCN=C1SC(C(=O)Nc2ccc(Br)cc2)CC(=O)N1CC (stereo not drawn)
  100, -0.5
CCCCn1c(SCC(=O)O)nc2ccccc21
  100, 0
O=C(COC(=O)c1cccc(I)c1)c1ccc(-n2nncc2-c2ccco2)cc1
  98, -1.4
O=C(O)CC(CC(=O)Nc1ccc(Oc2ccccc2)cc1)c1ccccc1 (stereo not drawn)
  101, -0.5
N#Cc1cccc(NC(=O)Nc2ccc3c(c2)OCC(=O)N3Cc2ccccc2)c1
  104, 0.9
CCOc1ccc(CN(C)CC(=O)c2c(N)n(Cc3ccccc3)c(=O)n(CC)c2=O)cc1OC
  102, -0.1
CC(C)Oc1ccc(CNC(=O)c2sc3ncccc3c2-n2cccc2)cc1
  113, 1.5
CCc1ccc(NC(=O)CCc2c(C)nc3nc(-c4cc(OC)cc(OC)c4)nn3c2C)cc1
  104, -0.9
CCn1c(=O)[nH]c(=O)c2c(N)c(C(=O)c3ccccc3OC)sc21
  98, -0.6
CCOC(=O)c1ccc(NC(=O)Cn2c3c(sc2=O)C2c4ccccc4OCC2CS3)cc1 (stereo not drawn)
  103, 0.2
COc1ccc(-c2nsc(NC(=O)COc3ccc(C)c(C)c3)n2)cc1
  101, -1.2
CC1CCCC(N(Cc2ccco2)C(=O)NCc2noc3ccccc23)C1C (stereo not drawn)
  99, -0.9
CC(C)C(=O)N1c2ccccc2C(Nc2ccccc2)CC1C (stereo not drawn)
  102, 0.1
COCCNC(=O)c1ccc(Oc2ccccc2)cc1
  104, 0.3

# Rewritten with bars between the fields: entries from further up
Molecule | Polio RdRp inh | Polio RdRp inh FP z-score
CCN=C1SC(C(=O)Nc2ccc(Br)cc2)CC(=O)N1CC (stereo not drawn) | 100 | -0.5
CCCCn1c(SCC(=O)O)nc2ccccc21 | 100 | 0
O=C(COC(=O)c1cccc(I)c1)c1ccc(-n2nncc2-c2ccco2)cc1 | 98 | -1.4
O=C(O)CC(CC(=O)Nc1ccc(Oc2ccccc2)cc1)c1ccccc1 (stereo not drawn) | 101 | -0.5
N#Cc1cccc(NC(=O)Nc2ccc3c(c2)OCC(=O)N3Cc2ccccc2)c1 | 104 | 0.9
CCOc1ccc(CN(C)CC(=O)c2c(N)n(Cc3ccccc3)c(=O)n(CC)c2=O)cc1OC | 102 | -0.1
CC(C)Oc1ccc(CNC(=O)c2sc3ncccc3c2-n2cccc2)cc1 | 113 | 1.5
CCc1ccc(NC(=O)CCc2c(C)nc3nc(-c4cc(OC)cc(OC)c4)nn3c2C)cc1 | 104 | -0.9
CCn1c(=O)[nH]c(=O)c2c(N)c(C(=O)c3ccccc3OC)sc21 | 98 | -0.6
CCOC(=O)c1ccc(NC(=O)Cn2c3c(sc2=O)C2c4ccccc4OCC2CS3)cc1 (stereo not drawn) | 103 | 0.2
COc1ccc(-c2nsc(NC(=O)COc3ccc(C)c(C)c3)n2)cc1 | 101 | -1.2
CC1CCCC(N(Cc2ccco2)C(=O)NCc2noc3ccccc23)C1C (stereo not drawn) | 99 | -0.9
CC(C)C(=O)N1c2ccccc2C(Nc2ccccc2)CC1C (stereo not drawn) | 102 | 0.1
COCCNC(=O)c1ccc(Oc2ccccc2)cc1 | 104 | 0.3

# Additional entries.
# Each structure is followed by: Polio RdRp inh, Polio RdRp inh FP z-score
CCCCNCc1cccn1-c1ccccc1
  100, -0.2
CC(C)c1nc2ccc(C(=O)NCCCN3CCN(c4ccc(F)cc4)CC3)cc2o1
  109, 0.6
O=C(CCc1cn(Cc2ccc(F)cc2)c2ccccc12)NCC1CCCO1 (stereo not drawn)
  102, -0.2
COCCNC(=O)c1cc(Br)cs1
  100, -0.2
O=C1CSC(N(CC(=O)N2CCc3ccccc32)Cc2ccccc2)=N1
  110, 0.7
COc1nncc(-c2cnnc(SC)n2)n1
  15*, -8.2*
O=C(COc1nncc2ccccc12)Nc1ccc(F)c(F)c1
  108, 0.5
COc1ccc(NC(=O)CS(=O)(=O)c2ccc3c(c2)S(=O)(=O)N=CN3)cc1
  102, 0.1
CCOc1ccc(CCNC(=O)c2cc3cccc4c3n2CCS4)cc1
  107, 0
CCOC(=O)c1cccc(NC(=O)Cc2ccc(NC(=O)N3CCCCc4ccccc43)cc2)c1
  21*, -7*
Cc1nn(C(C)C(=O)NCCc2ccccc2)c(=O)c2c1sc1ccccc12 (stereo not drawn)
  105, -0.3
CCOC(=O)c1ccc(NC(=S)NCCOC23CC4CC(CC(C4)C2)C3)cc1
  103, -0.2
CCOc1ccccc1NC(=O)C1=C(C)Nc2ncnn2C1c1ccco1 (stereo not drawn)
  110, 1
C=CCSc1ncc(Cl)c(C(=O)NCc2ccc3c(c2)OCO3)n1
  102, -0.1
CSc1scc(N)c1S(=O)(=O)C(C)C
  100, -1
CCCc1nc2ccccc2n2c(-c3ccccc3)c3c(=O)n(C)c(=O)n(C)c3c12
  105, 0.4
COc1cc2cc(C)nc(C)c2cc1OC
  95, -1.1
CCOc1ccc(N=CC2=C(O)CC(c3ccco3)CC2=O)cc1 (stereo not drawn)
  102, 0.2
Cc1ccc(C=C2C(=O)NC(=O)NC2=O)cc1
  99, -0.3
CSc1ncccc1C(=O)OCC(=O)Nc1ccc(NC(C)=O)cc1
  106, 0.4

# (more compounds)
# Each structure is followed by: Polio RdRp inh, Polio RdRp inh FP z-score
Cn1c2ccccc2c2nnc(NN)nc21
  102, 0.8
CC(C)N(C(=O)CSc1ccc(Br)cc1)c1ccccc1
  102, -0.1
CN(C)/C=N/c1nnc(SCC(=O)c2ccc(Cl)cc2)s1
  102, 0.1
CCCc1nc(-c2ccccn2)[nH]c(=O)c1Cc1c(F)cccc1Cl
  104, 0.5
CC(C)(C)NC(=O)CSc1nnc(Cc2ccc3c(c2)OCO3)n1C1CCCCC1
  101, -0.3
O=C(O)CSC1=NCCN1
  102, 0
Cc1cc(NC(=O)CSc2nc(-c3cccc(F)c3)nc3c2c(=O)n(C)c(=O)n3C)no1
  108, 0.1
Cc1onc(NC(=O)CSCC(=O)O)c1Br
  104, 0
CCOc1ccc(C2c3c(oc4ccccc4c3=O)C(=O)N2c2nnc(C)s2)cc1OC (stereo not drawn)
  106, 0.4
Cn1cc(S(=O)(=O)c2cccc(Cl)c2)c(=O)c2cc(F)c(N3CCN(c4ccc(F)cc4)CC3)cc21
  105, -0.6
Cc1ccc(CN2CCSc3ccc(C(=O)Nc4ccc(Cl)cc4)cc32)cc1
  105, 0.1
Cc1cc(C)cc(NC(=O)N2CCC(N3CCCCC3)CC2)c1
  108, 0.2
COC(=O)COc1ccccc1O
  103, 0.6
O=C(NCc1ccc(Cl)c(Cl)c1)c1cccnc1OCC(F)(F)F
  96, -1.3
O=C1C=CC(=O)N1c1ccccc1Br
  104, 0.5
Cc1c(C#N)c2nc3ccccc3n2c(=O)/c1=C\Nc1ccc(N2CCOCC2)c(Cl)c1
  100, 0
CCN(CC)c1cc(C)c2cc(NC(=O)c3ccc(Br)o3)ccc2n1
  102, 0.5
Cc1cc(=O)n(CC(=O)Nc2ccc([N+](=O)[O-])cc2)c(-n2nc(C)cc2C)n1
  111, 0.8
O=S(=O)(c1ccccc1)c1nc(-c2cccs2)oc1NCc1ccccc1
  104, 0.4
Cc1ccc(C(=O)CSc2nc3cc(C(=O)NC4CCCC4)ccc3c(=O)n2CC2CCCO2)cc1 (stereo not drawn)
  111, 0.9

# Further records follow.
# Each structure is followed by: Polio RdRp inh, Polio RdRp inh FP z-score
CCN(CC)S(=O)(=O)c1ccc(NC(=O)Nc2cn(CC(C)C)c(=O)c3ccccc23)cc1
  98, -0.7
CCN(CC(=O)NCc1ccc(F)cc1)C(=O)Cc1coc2cc3c(cc12)CCC3
  102, -0.1
O=C1NC(=Nc2ccccc2O)CS1
  99, -0.7
CCN1C(=O)c2ccccc2Sc2ccc(C(=O)NCC3CCCO3)cc21 (stereo not drawn)
  101, -0.8
CCOc1ccc(-n2c(=O)c3c4c(sc3n(Cc3cc(=O)n5cc(Cl)ccc5n3)c2=O)CCC4)cc1
  110, 0.8
Nc1nc2c(c3c1c(=O)oc1ccccc13)CCCC2
  102, -0.2
Cc1nccn1Cc1cccc2ccccc12
  96, -3.3
CC1CCCCN1C(=O)CSC1=NS(=O)(=O)c2ccccc2N1 (stereo not drawn)
  101, 0.3
COc1ccccc1C(C#N)N1N=C(C)CC1c1ccccc1 (stereo not drawn)
  103, 0.3
O=C(CCCCc1cccs1)Nc1ccccc1F
  97, -0.5
O=c1c(F)cn(C2CCCO2)c(=O)n1Cc1ccccc1F (stereo not drawn)
  101, 0
Cc1ccn2c(NC3CCCC3)c(-c3cccnc3)nc2c1
  102, -0.6
COc1cccc(NC(=O)C(=O)NCCc2csc3nc(-c4ccccc4C)nn23)c1
  114, 1.9
CCC(COc1nnnc2ccccc12)NS(=O)(=O)c1ccc(-n2cnnn2)cc1 (stereo not drawn)
  104, 1.2
COC(=O)CNC(=O)C12CC3CC(C)(CC(C)(C3)C1)C2
  103, 0.7
COc1cccc(C(=O)Nc2ccccc2-c2nc(-c3ccc(C)cc3)no2)c1
  110, 0.6
COc1ccc(OC)c(NC(=O)CSc2nc3ccccc3nc2N2CCCCC2)c1
  107, 0.3
O=C1/C(=C/c2ccc(N3CCOCC3)cc2)CCc2ccccc21
  105, 0.7
N#CCC(=O)Nc1ccccc1C(F)(F)F
  105, 0.1
CCOc1ccc(CCNC(=O)Nc2cn(C)c(=O)c3ccccc23)cc1OCC
  101, -0.1
CCOC(=O)c1ccccc1NC(=O)N1CCC(CN2CCOCC2)CC1
  108, -0.2
